MITF TRPM1 inh: inhibitors of MITF-dependent TRPM1 promoter reporter, primary screen, cell-based, SK-MEL-5, single point, luciferase. SK-MEL-5 TRPM1 promoter luciferase, 24 h. inhibition, % at 12.5 µM. actives 0.83% (n = 330,000). AID 488899, 2010;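 active means mean inhibition across replicates of 60% or more, whatever share of single replicates reaches that level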; further: values of inactives mirror those of a sister screen read the other way
KKLEB cytotox: cytotoxicity in KKLEB CF airway cells, primary screen, cytotoxicity control for CF NF-kB inhibitor project, cell-based, uHTS, fluorescence assay plates; KKLEB CF airway cells viability, ATPlite luminescence, overnight; hits give low values; cells stimulated with P. aeruginosa culture filtrate; AID 602141, 2011; actives 0.36% (n = 360,000); activity change (cytotoxicity), % at 5 µM;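 active means corrected activity change at or below -50% at 5 µM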
LMP1 NFkB inh: EBV LMP1-driven NF-kappaB luciferase reporter inhibitors, primary screen, cell-based, luminescence, single point. LMP1-induced NF-kappaB luciferase reporter cells. inhibition, % at 12.5 µM. actives 0.69% (n = 350,000). AID 504558, 2011; in the data active means inhibition above about 41%;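 further: 0% = neutral control wells and 100% = reference inhibitor control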
iPSC survival up: enhancers of single-cell hiPSC survival, primary screen, ATPlite luminescence; 100% = ROCK inhibitor wells, 0% = DMSO; survival enhancement, % at 20 µM; actives 0.044% (n = 360,000); in the data active means survival enhancement above about 18%;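 further: cells exposed to compounds for 16 hours before the ATP read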
Peg3 prom inh: Peg3 promoter-driven luciferase inhibitors, primary screen, cell-based, HeLa, luciferase luminescence. HeLa PEG-Prom luciferase reporter, overnight. inhibition, % at 20 µM. actives 1.7% (n = 360,000). AID 588405, 2011;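 active means inhibition of at least 50% at 20 µM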
HIF-2a block: HIF-2a reporter inhibitors, primary screen, luminescence, 786-0 RCC cells | 786-0 RCC cells HIF-2a reporter, luciferase luminescence, overnight | inhibition, % at 18.8 µM | actives 0.72% (n = 360,000);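 active means inhibition of the luminescence signal of 40% or more relative to plate controls, in a single-dose primary screen at 18.75 µM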
Shn3 3UTR inh: reduction of Shn3 3'UTR firefly luciferase signal, primary screen, Schnurri-3 inhibitor project, cell-based, Clone20 osteoblasts, set 2 | Clone20 osteoblast Shn3 3'UTR firefly luciferase, 24 h | inhibition, % at 12.5 µM | actives 0.52% (n = 360,000) | AID 588674, 2011;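 active means mean inhibition of at least 75% with every replicate also reaching 75%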;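 further: 0% = median of neutral control wells and 100% = pilot-screen positive control compound; some compounds past the cut are filed as inactive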
CF NFkB block: inhibitors of PAF-induced NF-kB signaling, primary screen, cell-based, GFP fluorescence, uHTS | KKLEB NF-kB-GFP reporter, GFP fluorescence overnight | inhibition, % at 5 µM | actives 0.86% (n = 360,000) | AID 588850, 2011;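 active means at least 50% inhibition at 5 µM, scaled per plate between neutral and stimulator controls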;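 further: PAF is a Pseudomonas aeruginosa culture filtrate used as stimulus; plate controls were PAF-stimulated DMSO wells for no effect and unstimulated DMSO wells for full effect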
NR2E3 ag-1: NR2E3 agonists in two-hybrid cells, primary screen, cell-based, luminescence, CHO-S, Gal4-NCOR/VP16-NR2E3. AID 602229, 2012. actives 0.35% (n = 360,000). inhibition of corepressor binding, % at 3.98 µM. Photoreceptor-specific nuclear receptor (Homo sapiens), Q9Y5X4. luciferase;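 active means inhibition above the mean of all tested compounds plus 3 SD, cut at about 70% in these data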;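 further: 0% = DMSO with NR2E3 transfected cells and 100% = cells lacking NR2E3 construct; higher means lower luciferase signal from less NR2E3 corepressor binding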
Target sequence (Q9Y5X4 whole entry, looked up, the tested form may be a part): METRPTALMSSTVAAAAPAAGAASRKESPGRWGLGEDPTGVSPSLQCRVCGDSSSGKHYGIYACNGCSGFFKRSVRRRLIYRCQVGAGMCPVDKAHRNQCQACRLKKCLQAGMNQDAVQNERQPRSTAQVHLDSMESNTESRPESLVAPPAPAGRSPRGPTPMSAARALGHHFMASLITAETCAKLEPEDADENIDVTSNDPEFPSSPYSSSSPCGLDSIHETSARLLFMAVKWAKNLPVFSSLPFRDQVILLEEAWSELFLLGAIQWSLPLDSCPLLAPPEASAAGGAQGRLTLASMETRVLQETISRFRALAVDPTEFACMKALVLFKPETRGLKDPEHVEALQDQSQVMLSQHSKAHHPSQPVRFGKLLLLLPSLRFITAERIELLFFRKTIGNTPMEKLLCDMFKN
NR2E3 ag-2: inhibitors of NR2E3-RetCOR corepressor binding, primary screen, NR2E3 agonist project, biochemical, TR-FRET, GST-NR2E3, biotin-RetCOR | Photoreceptor-specific nuclear receptor (Homo sapiens), Q9Y5X4 | 1536-well | inhibition of corepressor binding, % at 4.78 µM | actives 0.12% (n = 320,000) | AID 2300, 2010;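 active means percent inhibition above the cutoff of mean plus 3 SD of all tested compounds, set per screening campaign, cut at about 20% in these data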;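 further: 0% = DMSO wells and 100% = biotin wells as full block of FRET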
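Material: NR2E3–RetCOR corepressor complex | Quantity: 1.35 nM GST-tagged NR2E3 final | Schedule: 5 h at 4 °C | Replication: Singlicate compound wells | Reagent: RetCOR corepressor, biotinylated, 7 nM | Controls: Biotin wells as high control, 0.6% DMSO wells as low control | Signal: TR-FRET, Eu(K)-anti-GST donor, streptavidin-D2 acceptor, ex 340, em 617/671 nm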
TRAIL sens C8: viability loss with TRAIL in NB7+C8 cells, primary screen, TRAIL sensitizer project, cell-based, ATPlite luminescence; inhibition (viability loss, TRAIL sensitization), % at 10 µM; actives 1% (n = 360,000);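 active means compounds causing at least 50% loss of cell viability in the single-dose screen, relative to plate controls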
* marks the source's active call; other numbers are inactive results; · = not tested or not shown. Only part of the results is shown (hit frequency here may not be typical).

SMILES	MITF TRPM1 inh	KKLEB cytotox	LMP1 NFkB inh	iPSC survival up	Peg3 prom inh	HIF-2a block	Shn3 3UTR inh	CF NFkB block	NR2E3 ag-1	NR2E3 ag-2	TRAIL sens C8
CCC(Sc1nc(N)cc(=O)[nH]1)C(=O)Nc1cc(C)on1 (stereo unspecified)	-4	10	-2	6.4	8	19	5	8	-11	-1	-7
COC(=O)c1ccc(Cn2nc([N+](=O)[O-])c(Br)c2C)cc1	-8	3	-2	-0.6	-4	6	-7	11	-9	0	-2
COC(=O)CCN(C(C)=O)c1ccc(N)cc1	-4	-6	0	-3.1	15	7	1	2	-7	1	3
CC(=O)c1ccc(S(=O)(=O)Oc2ccc(-c3ccc(C(=O)O)cc3)cc2)cc1	-7	4	-2	-0.1	12	7	8	-6	14	4	11
COc1ccccc1S(=O)(=O)N1CCC(C(=O)O)(c2ccccc2)CC1	0	7	-4	-0.5	10	12	-2	-2	-9	-2	-3
COCCn1c(SCC(=O)c2c(N)n(C3CC3)c(=O)[nH]c2=O)nc2ccccc21	1	-16	0	-0.5	17	19	-3	16	-18	5	-15
COCCOC(=O)C1=C(C)NC(=O)NC1c1ccc(-c2ccc(F)cc2)o1 (stereo unspecified)	8	-4	-10	0.3	5	10	-12	3	-10	1	-5
COCCNC(=O)c1ccc2c(c1)C(=O)c1ccccc1-2	-3	2	3	-0.6	-11	-27	-19	-2	-26	-3	-3
Cc1ccc(N(CC(=O)NCc2ccccn2)S(=O)(=O)c2ccccc2)cc1C	-4	7	-5	0.0	16	-1	3	-9	6	-2	2
COc1ccc(OCC(=O)N2CCCC(Nc3ccc(C)c(C)c3)C2)cc1 (stereo unspecified)	·	1	5	-2.0	-7	-30	-19	25	11	·	-12
Cc1ccc(C(=O)NCC(=O)OCN2C(=O)c3ccccc3C2=O)cc1C	1	9	1	-0.1	-11	-4	-5	-14	-9	0	-15
N#Cc1c2c(c(-c3ccccc3Cl)[nH]c1=S)CCCC2	11	16	-4	0.8	5	8	-9	-5	-18	·	-5
CCOC(=O)c1ccc(NC(=S)N2CCN(CCN=CC3=C(O)CC(C)(C)CC3=O)CC2)cc1	-1	15	-10	-0.7	5	13	-2	-6	-8	-1	-5
CN(C)c1ccc(-c2ccnc3c2CC(C)(C(=O)NCc2ccco2)O3)cc1 (stereo unspecified)	·	-6	·	-1.7	27	17	1	11	-37	·	21
Cc1nc(Cl)cc(N/N=C/c2ccccc2)n1	-36	-8	10	0.5	-62	-131	-17	1	-20	1	-4

The closing three entries of the part before come first, to join the parts.
SMILES	MITF TRPM1 inh	KKLEB cytotox	LMP1 NFkB inh	iPSC survival up	Peg3 prom inh	HIF-2a block	Shn3 3UTR inh	CF NFkB block	NR2E3 ag-1	NR2E3 ag-2	TRAIL sens C8
CCOC(=O)c1ccc(NC(=S)N2CCN(CCN=CC3=C(O)CC(C)(C)CC3=O)CC2)cc1	-1	15	-10	-0.7	5	13	-2	-6	-8	-1	-5
CN(C)c1ccc(-c2ccnc3c2CC(C)(C(=O)NCc2ccco2)O3)cc1 (stereo unspecified)	·	-6	·	-1.7	27	17	1	11	-37	·	21
Cc1nc(Cl)cc(N/N=C/c2ccccc2)n1	-36	-8	10	0.5	-62	-131	-17	1	-20	1	-4
FC(F)Oc1ccc(-n2cc(-c3ccccc3)[n+]3c2CCCCC3)cc1	10	3	-3	1.3	10	19	71	-8	-28	-1	3
COc1ccc(C(=O)Nc2nnc(CC(=O)N/N=C/c3ccc(O)cc3O)s2)cc1	-19	4	5	-0.1	-9	-13	-5	-11	-31	0	10
CN(C)C1(CNC(=S)Nc2ccccc2C(F)(F)F)CCCCC1	1	4	1	-0.9	16	19	-10	11	-22	-1	-3
O=C(O)c1ccccc1NC1CCCCC1NS(=O)(=O)c1ccccc1 (stereo unspecified)	3	2	-5	-0.3	-1	18	8	3	-29	·	1
CN(C)c1ccc(/C=N/NC(=O)c2ccccc2)cc1	-23	-8	-24	-2.7	-146	-178	-97	1	-92	1	21
Nc1cc(=O)n(Cc2ccco2)c(=S)[nH]1	·	3	-1	1.5	14	8	-13	-12	-55	·	-7
O=C(c1ccco1)N1CCN(c2ccc([N+](=O)[O-])c(N3CCOCC3)c2)CC1	6	2	3	-0.4	9	8	-4	-12	-3	-3	3
CC(/C=N/NC(=O)c1nnn(-c2nonc2N)c1CN1CCCCC1)=C\c1ccccc1	-1	-6	4	-0.6	19	7	15	-12	-7	4	-7
CCN(CC)S(=O)(=O)c1ccc(F)c(C(=O)OC2CC(C)OC2=O)c1 (stereo unspecified)	-1	2	2	-0.4	24	10	22	10	-28	6	-1
Cc1ccc(NC(=O)c2ccc(Nc3c([N+](=O)[O-])cc([N+](=O)[O-])cc3[N+](=O)[O-])cc2)cc1	9	23	-3	-0.6	32	22	70	-85	14	-6	19
CCN1CCN(Cc2c(O)ccc3c(=O)c(-c4ccc(OC)c(OC)c4)c(C(F)(F)F)oc23)CC1	-4	4	-3	-1.0	12	15	9	5	1	0	-2
O=c1[nH]cc(N(CCO)CCO)c(=O)[nH]1	2	1	-5	-0.7	-9	16	-20	-7	3	-1	-19
Cc1ccc2nc(N(CCCN(C)C)C(=O)CN3C(=O)c4ccccc4C3=O)sc2c1	15	-9	-1	-0.6	-19	3	37	1	-26	0	-3
CC(Cl)C(=O)Nc1ncc(C(F)(F)F)cc1Cl (stereo unspecified)	-5	3	-17	3.2	9	4	6	3	-25	-3	-25
CS(=O)(=O)c1cccc(-c2csc(N3CCC(C(N)=O)CC3)n2)c1	-54	-14	-7	2.0	-363	-221	-66	-12	-118	-1	2
COc1cc(NC(=O)C/C(C)=N/NC(=O)C(=O)NC2CCCCC2)c(OC)cc1Cl	17	1	-1	-1.0	13	14	83	-4	2	1	2
COc1cccc(NC(=O)CSc2nnc(-c3cccs3)n2C)c1	-7	10	-5	7.9	14	-21	-8	-5	-4	1	7
O=C(COc1cc2oc(=O)c3c(c2cc1Cl)CCC3)Nc1ccc(CN2CCOCC2)cc1	-6	-3	2	0.0	19	-13	1	-12	14	3	-5
Cc1ccc(CC(=O)Nc2ccc(S(=O)(=O)N3CCOCC3)cc2)cc1	-2	2	-12	0.0	16	8	-5	-8	10	4	-3
Oc1c(C(c2cccs2)N2CCOCC2)sc2ncnn12 (stereo unspecified)	·	-4	-9	3.3	-2	8	3	-15	-13	1	4
CCC(C(=O)O)N1C(=O)C2CCCCC2C1=O (stereo unspecified)	6	5	-10	0.0	-2	11	-12	-2	-55	-2	-2
CCN1CCN(C(=O)CN(Cc2ccccc2)S(C)(=O)=O)CC1	4	8	-8	0.5	3	11	6	-7	-7	1	6
COc1ccc(NC(=O)C(CC(C)C)NC(=O)C2CCC(C)CC2)cc1 (stereo unspecified)	0	-7	-3	1.7	-4	-18	3	17	24	1	-7
O=C(c1ccc(Cl)s1)N1CCN(S(=O)(=O)c2ccc(Cl)cc2)CC1	7	-14	8	0.8	15	5	-6	12	-31	·	-30
COc1ccc(-c2nc(SCC(=O)NC3CCCC3)c(-c3ccc(OC)cc3)[nH]2)cc1	7	-10	-7	0.1	18	0	18	12	20	1	-12
O=[N+]([O-])/C=C/c1cc2ccccc2[nH]1	33	-9	-1	-0.3	16	29	-6	-14	-8	1	-11
CCOC(=O)CC(NC(=O)c1cccs1)c1ccc(C)cc1 (stereo unspecified)	-4	0	-3	0.4	18	19	-2	-22	-24	-2	-14
O=C(Nc1nc2ccc(F)cc2s1)C1=NN(c2ccccc2)C(=O)CC1	-11	-7	3	0.2	-46	-98	-52	-4	-28	1	-16
COc1ccccc1NS(=O)(=O)c1cccc(C(=O)NNC(=O)c2ccc(Cl)nc2)c1	-3	-3	6	0.2	7	2	7	-12	2	·	-6
O=C(Nc1ccc(N2CCCC2)cc1)c1cccc(-c2cc3ccccc3oc2=O)c1	-15	12	1	3.9	-39	-52	-21	-18	-33	2	8
Cc1cc(NCCCn2ccnc2)n2nc(-c3ccc(Cl)cc3)cc2n1	-34	-12	-8	-2.2	-114	-174	-48	-16	-7	-1	24
COc1ccccc1NC(=S)N(CCCN(C)C)Cc1cc2cc3c(cc2[nH]c1=O)OCO3	5	4	-9	-0.8	25	16	11	1	-22	9	0
S=C(NCCCc1cnc[nH]1)NCCCN(Cc1ccc(Cl)cc1)c1ccc(Br)cn1	·	-3	·	-4.3	94*	-11	29	17	7	·	29
Cc1nc([N+](=O)[O-])c(SCC(O)CCl)n1Cc1ccc(Cl)cc1 (stereo unspecified)	2	2	-9	-1.8	7	16	-3	-2	-17	0	-5
Cc1cc(N)n(-c2ccc3ccccc3c2)n1	-34	7	-31	1.5	-149	-141	-18	-18	-32	1	9
Cc1cc2ccccn2c1C(C[N+](=O)[O-])c1ccc(N(C)C)cc1 (stereo unspecified)	15	10	-1	-3.7	-2	-17	-11	-23	2	2	4
CC(C(=O)Nc1ccccc1)N1CCN(C(=O)c2ccco2)CC1 (stereo unspecified)	3	30	2	0.3	37	10	4	-6	-10	3	7
COc1ccc(S(=O)(=O)N2CCCCC2)cc1NC(=O)CCNC(=O)c1ccccc1Cl	·	0	1	0.1	18	10	10	-52	20	4	-1
Cc1sc2ncnc(N3CCC(C(=O)Nc4nnc(SCc5ccccc5F)s4)CC3)c2c1C	-2	-7	2	0.5	8	14	7	10	2	3	16
CC(=O)NC/C(C)=N\Nc1ccc([N+](=O)[O-])cc1	-9	4	-1	0.7	-18	1	14	-29	-2	2	3
O=C(COC(=O)c1ccccc1)Nc1cc(S(=O)(=O)N2CCCCCC2)ccc1Cl	6	-1	1	-0.6	10	6	13	-8	-22	1	2
CCC(C(=O)NCCc1ccc(S(N)(=O)=O)cc1)c1ccccc1 (stereo unspecified)	11	-2	0	-0.6	7	7	-1	1	-13	-1	-15
COc1ccc(N2CCN(C(=O)Cc3ccc(OC)c(OC)c3)CC2)cc1	3	0	1	0.1	24	17	-30	6	-41	-2	0
O=C(Cc1coc(-c2ccc(F)cc2)n1)NC1CCCCC1	3	-13	-3	-1.1	-13	-9	13	9	-7	-2	-3
COc1cc(CNCCCN2CCOCC2)ccc1OCC(=O)NC(C)(C)C	-12	5	-1	0.3	-13	15	3	16	1	0	30

Compound activity from PubChem BioAssay.
